Compound activity as filed in PubChem.
ADAM10 inh: inhibitors of human ADAM10 | O14672 | 370,000 compounds, 0.62% hits | recombinant ADAM10, EDANS/DABCYL FRET peptide cleavage, 3 h | inhibition, % at 7 µM;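 active = inhibition above a per-campaign cutoff equal to the mean of compounds falling between control-based bounds plus 3 SD, cut at about 20% in these data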;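 also: 0% = DMSO wells while the 100% control is not disclosed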
Target sequence (O14672 214-748 limits assumed): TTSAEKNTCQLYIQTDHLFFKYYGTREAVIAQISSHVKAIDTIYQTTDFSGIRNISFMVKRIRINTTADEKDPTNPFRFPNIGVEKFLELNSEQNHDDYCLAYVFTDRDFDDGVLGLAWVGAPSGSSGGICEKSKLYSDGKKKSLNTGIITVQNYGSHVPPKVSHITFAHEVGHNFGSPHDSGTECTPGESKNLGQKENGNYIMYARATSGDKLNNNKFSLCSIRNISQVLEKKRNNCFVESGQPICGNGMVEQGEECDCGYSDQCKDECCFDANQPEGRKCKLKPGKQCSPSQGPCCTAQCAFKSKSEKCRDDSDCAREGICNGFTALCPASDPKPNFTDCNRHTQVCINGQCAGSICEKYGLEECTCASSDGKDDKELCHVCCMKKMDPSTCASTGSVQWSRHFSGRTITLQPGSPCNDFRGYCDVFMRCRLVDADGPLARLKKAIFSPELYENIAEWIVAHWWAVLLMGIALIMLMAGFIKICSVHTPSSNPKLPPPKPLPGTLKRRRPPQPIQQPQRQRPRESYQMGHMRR
PLCg1 inh: inhibitors of human phospholipase C gamma1; purified PLC-gamma1, fluorogenic substrate, fluorescence; inhibition, % at 12.2 µM; 370,000 compounds, 0.84% hits; AID 720700; in the data active = inhibition above about 9.5%
hgDAF12 agonist: hgDAF-12 agonism, primary luciferase screen; HEK293 GAL4-hgDAF12 UAS-luciferase reporter, agonist luminescence; normalized to butyrate control; activation, % at 6.8 µM; 370,000 compounds, 1.8% hits;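 active = activation above a cutoff set at the mean of all screened compounds plus 3 SD, cut at about 10% in these data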;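 also: 0% = DMSO wells and 100% = sodium butyrate wells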
DAX1 inh-1: DAX1 (NR0B1) inhibition, primary screen; HEK293T StAR-luciferase reporter, SF-1/DAX-1 repression relief; 370,000 compounds, 1.1% hits; AID 652010; inhibition, % at 6.8 µM;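 active = inhibition above the mean over all tested compounds plus 3 SD, cut at about 3.6% in these data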;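 also: 0% = DAX-1 cells with DMSO and 100% = cells lacking DAX-1 with DMSO; higher inhibition means more luminescence from relief of DAX-1 repression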
GAA850 FXN act: activators of GAA850 frataxin (FXN) promoter; activation, % at 6 µM; AID 540364; 360,000 compounds, 0.56% hits; HEK293 lucGAA850 FXN promoter luciferase reporter, 24 h; percent of 10 µM SAHA response;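 active = activation above the average of all compounds screened plus 3 SD, cutoff fixed separately per campaign, cut at about 7.5% in these data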;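 also: 0% = DMSO wells and 100% = 10 µM SAHA wells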
PLCb3 inh: inhibitors of human phospholipase C beta3; Q01970; 370,000 compounds, 0.18% hits; inhibition, % at 12.2 µM; AID 720704; Purified PLC-beta3, fluorogenic substrate, fluorescence; in the data active = inhibition above about 11%;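 also: 0% = median of compound wells on plate and 100% = full blocker control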
hcDAF12 agonist: activators of H. contortus DAF-12 nuclear receptor; HEK293 hcDAF-12 lit1-tk-luc reporter, luminescence; 0% DMSO, 100% Δ7-dafachronic acid; activation, % at 6.8 µM; 370,000 compounds, 1.4% hits;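 active = activation above the mean of all tested compounds plus 3 SD, cut at about 5.5% in these data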;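 also: 100% = response to 3 µM Δ7-dafachronic acid high control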
DAX1 inh-2: inhibits human nuclear receptor DAX1 | 340,000 compounds, 0.99% hits | AID 504766 | inhibition, % at 6.75 µM | HEK293 Gal4-DAX1 luciferase reporter, luminescence | P51843;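 active = inhibition above the mean over all tested compounds plus 3 SD, cut at about 4.2% in these data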;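 also: 0% = DAX1-transfected cells with DMSO and 100% = empty-vector control cells with DMSO; inhibition shows as a rise in luminescence from relieved DAX1 repression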
ssDAF12 agonist: activates DAF-12 receptor from parasite S. stercoralis; HEK293 ssDAF-12/GRIP1 lit1-tk-luc reporter, luminescence; % of 3 µM dafachronic acid response; activation, % at 6.8 µM; 370,000 compounds, 1% hits;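 active = activation above the mean over all tested compounds plus 3 SD, cut at about 0.9% in these data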;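 also: 0% = DMSO-only wells and 100% = 3 µM delta7-dafachronic acid wells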
ADAM17 inh: inhibitors of human ADAM17; 370,000 compounds, 0.83% hits; recombinant ADAM17, EDANS/DABCYL FRET peptide cleavage; inhibition, % at 6.95 µM; AID 720648;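 active = inhibition above the mean of compounds lying between control limits plus 3 SD, set per campaign, cut at about 8.5% in these data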;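 also: 0% = DMSO-only wells as the low control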
HGIII-sPLA2 inh: Blocks human group III sPLA2 activity; Q9NZ20; QFRET BODIPY PC-A2 liposome hydrolysis, fluorescence; inhibition, % at 12.2 µM; 370,000 compounds, 0.56% hits;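 active = inhibition above mean plus 3 SD of compounds lying within the high and low control bounds, cut at about 19% in these data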;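 also: 0% = median of test compound wells and 100% = no enzyme DMSO wells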
Target sequence (Q9NZ20 whole entry, looked up): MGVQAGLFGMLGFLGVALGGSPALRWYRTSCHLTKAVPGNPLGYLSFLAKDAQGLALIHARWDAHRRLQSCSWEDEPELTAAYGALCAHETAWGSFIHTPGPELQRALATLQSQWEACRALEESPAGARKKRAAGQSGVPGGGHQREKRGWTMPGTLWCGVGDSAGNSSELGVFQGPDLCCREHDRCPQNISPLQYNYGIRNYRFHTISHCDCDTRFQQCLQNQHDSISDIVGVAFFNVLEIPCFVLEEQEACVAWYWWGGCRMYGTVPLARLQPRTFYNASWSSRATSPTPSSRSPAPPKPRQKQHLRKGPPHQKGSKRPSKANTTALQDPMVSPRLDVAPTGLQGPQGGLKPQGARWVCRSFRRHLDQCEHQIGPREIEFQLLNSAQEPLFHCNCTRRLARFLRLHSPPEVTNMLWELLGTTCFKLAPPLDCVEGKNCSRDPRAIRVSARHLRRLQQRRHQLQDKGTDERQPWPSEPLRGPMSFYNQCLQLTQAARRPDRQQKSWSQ
Numbers without * were called inactive; i = inactive; . = not tested or not shown.

Each structure is followed by: HGIII-sPLA2 inh	ssDAF12 agonist	DAX1 inh-2	DAX1 inh-1	hcDAF12 agonist	ADAM17 inh	PLCg1 inh	hgDAF12 agonist	GAA850 FXN act	ADAM10 inh	PLCb3 inh
- CCOC(=O)N1CCC(NC(=O)CSCc2nc(-c3ccc(OCC)cc3)oc2C)CC1
→ 1	-1.5	-0.6	-0.9	-3.7	-4	0	1.4	-3.7	-4	-9
- Cc1ccc(NC(=O)c2cc(C)no2)cc1
→ -3	-1.1	-0.3	0.9	1.1	-1	2	3.9	4.2	1	-3
- O=C(NCCNCCO)C1(C(F)(F)F)C/C(=C\Cc2ccccc2)CCCO1 (stereo unspecified)
→ -4	-1.5	1.2	-0.1	-0.1	0	-1	1.3	0.4	-1	1
- CCc1ccccc1NS(=O)(=O)c1ccc2c(c1)C(C)(C)C(=O)N2C
→ -10	-1.6	-1.0	0.3	-1.8	1	2	-2.6	-1.5	-2	5
- Cc1c(NC(=O)OCCNC(=O)Nc2ccccc2)sc(=S)n1C
→ 12	-1.4	-0.8	0.2	0.2	-3	0	0.4	-3.0	-1	-1
- CC(C)(C)CC(=O)NCCc1csc(-c2ccccc2)n1
→ -1	-1.7	1.4	0.6	-0.2	-1	1	2.3	5.8	2	-5
- COc1ccc(/C=C(\NC(=O)c2cccs2)C(=O)NN)cc1OC
→ 4	-1.6	-0.4	-0.5	-1.6	-1	-9	-3.9	-0.1	-2	-18
- O=C1CNC(=O)N1c1ccc(Cl)cc1
→ 3	-1.0	1.1	0.4	-1.8	0	2	0.1	1.1	2	-1
- Cc1cccc(N(Cc2cc3ccccc3[nH]c2=O)C(=O)c2ccco2)c1C
→ -2	-1.2	-1.0	0.1	-0.1	-3	0	0.1	-0.8	-1	-1
- CC(=O)NCCNC(=O)C1Cc2c(-c3ccccc3Oc3ccccc3)ccnc2O1 (stereo unspecified)
→ -1	-0.7	.	-0.2	-1.7	1	1	0.3	-1.3	2	2
- Cn1c(CC(=O)NCCO)c(Sc2ccccc2)c2ccccc21
→ -4	-0.6	0.1	0.3	1.3	-3	-7	-4.1	0.4	-11	-1
- Cc1cc(NC(=O)CSc2nc3cc(Cl)ccc3o2)no1
→ -2	-0.3	-0.8	0.0	-0.2	-1	-2	1.1	2.0	6	-4
- CCCS(=O)(=O)N1CCN(Cc2ccncc2)CC1
→ 7	-0.8	1.8	-0.9	-1.4	-4	1	-0.1	0.8	-2	-11
- COc1ccc(C(C(=O)Nc2ccc(F)cc2)N2CCN(CC(=O)N3CCCC3)CC2)cc1 (stereo unspecified)
→ 9	-1.1	.	4.2*	-1.2	-2	0	-2.3	.	-16	3
- O=C(NNC(=O)c1csc(-c2ccccc2)n1)c1ccccc1
→ 1	-0.8	.	0.0	-1.2	8.8*	4	3.5	0.2	11	11*
- COc1ccc(/C=N/NC(=O)CNc2ccc(Br)cc2)c(C(=O)O)c1OC
→ -3	-0.4	-0.1	-0.1	4.0	1	1	4.1	1.2	2	-4
- NC(=O)c1csc(CCNC(=O)c2ccccc2)n1
→ -4	-1.2	0.1	-0.8	1.6	0	0	-2.0	-0.3	5	3
- Cc1cccc(NS(=O)(=O)c2cc(C(=O)NCc3ccccn3)ccc2C)c1
→ -2	-1.1	0.9	-1.0	-2.6	7	0	-0.1	2.3	-3	-7
- Cc1ccc(S(=O)(=O)NC(C(=O)N2CCOCCOCCOCCOCC2)C(C)C)cc1 (stereo unspecified)
→ 3	-0.9	-0.9	0.6	-0.8	0	2	0.1	0.2	-7	-6
- COc1ccccc1-c1nnc(SCC(=O)N2CCOCC2)o1
→ 9	1.1*	1.9	2.6	10*	2	6	9.3	2.6	-4	8
- O=C(C1CCCCC1)N1CCC(n2nnc3ccccc32)CC1
→ 2	-1.6	-0.5	-1.1	-1.5	-4	-2	-1.7	0.9	-5	0
- CCOc1ccc(C(CC(=O)O)NC(=O)C23CC4CC(CC(C4)C2)C3)cc1OC (stereo unspecified)
→ 0	-1.2	2.1	1.1	-1.0	-2	1	-0.5	2.1	-3	-1
- CC(Sc1nccn1C)C(=O)Nc1ccc(C(N)=O)cc1 (stereo unspecified)
→ 0	-1.2	-0.5	1.1	0.1	-3	2	-0.4	-0.2	-4	1
- COc1ccccc1CN1CCNC(=O)C1CC(=O)NCCCn1cccn1 (stereo unspecified)
→ -6	-1.8	-0.8	0.1	-1.0	-1	-1	-1.1	2.1	-2	-1
- CCc1ccc(NC(=O)[C@H](C)NC(=O)C2CCN(C(=O)[C@@H](N)CC(C)C)CC2)cc1
→ 0	-1.6	-0.1	-0.3	-1.2	-4	1	2.0	-1.6	-2	-3
- C[C@@H]1OCN(C)[C@H]2C[C@H]3c4[nH]c5cccc(-c6ccc7c(c6)OCO7)c5c4CCN3C[C@@H]12
→ -5	-0.9	.	-0.5	0.6	-12	-55	-1.2	.	-59	-72
- CCN(C[C@H]1N[C@@](C)(C(=O)OC)[C@H]2C(=O)N(Cc3ccccc3)C(=O)[C@@H]12)C(=O)Nc1ccccc1
→ -8	-1.4	0.3	0.0	0.4	-1	1	2.8	6.6	-4	-1
- OCC1OC(n2cnc3c(NC4CCCCC4)ncnc32)C(O)C1O (stereo unspecified)
→ -2	-1.6	-1.0	2.6	-2.6	3	3	-2.1	9.6*	-7	3
- COCCN(C(=O)Nc1ccccc1)C(C)c1cccnc1 (stereo unspecified)
→ -4	-0.8	-1.2	0.2	-0.2	-2	2	1.7	-0.4	-10	1
- O=C(OCC(=O)N1CCCCC1)c1ccc(OC(F)(F)F)cc1
→ 3	-1.0	0.6	-0.6	-0.5	-4	2	0.0	1.3	1	3
- O=C(c1cccc(C(F)(F)F)c1)N1CCN(c2cc(=O)[nH]nc2-c2ccccc2)CC1
→ -9	-0.8	0.6	0.5	-1.5	-4	1	-2.7	1.7	4	1
- CCOC(=O)COc1nc(C)cc(C(F)(F)F)c1C#N
→ 6	-0.1	.	-0.3	0.7	-384	-111	2.0	0.8	i	-115
- COc1ccc(C(=O)N/N=C/c2cccnc2)cc1
→ 7	-1.2	0.3	0.7	-0.1	1	2	4.8	2.6	1	0
- CCC(=O)Nc1ccc(NC(=O)CSc2nc3c(c(=O)n(C)c(=O)n3C)n2CC)cc1
→ 0	-0.9	-0.6	-1.1	-0.5	-1	-2	1.4	-1.0	3	-7
- COc1cccc(N2CCN(CC(=O)NCc3ccccc3)CC2)c1
→ 0	-1.6	-1.1	0.0	-2.2	-1	1	-1.0	0.9	-6	-5
- CCC(CC)NC(=O)C1CCN(c2ccc(S(=O)(=O)N3CCOCC3)cc2[N+](=O)[O-])CC1
→ 5	-1.3	-0.5	-0.6	-0.7	-2	2	1.2	2.6	-7	-7
- COc1ccc(NC(=O)CC2C(=O)OCC3CCCCN32)cc1Cl (stereo unspecified)
→ -2	-1.7	-1.4	0.6	-1.8	2	0	-1.7	3.6	0	2
- COc1ccc(C)c2sc(=NC(=O)c3ccc(C(C)=O)cc3)n(C)c12
→ 9	0.1	4.7*	1.6	2.1	-5	-4	13*	6.3	-6	-13
- CC(C)C(=O)NNC(=O)c1c(O)c2ccccc2[nH]c1=O
→ 1	-1.2	0.9	0.0	-0.2	-1	3	-4.7	-1.3	5	-32
- Cc1ccc(NC(=O)/C(=C/c2ccncc2)NC(=O)c2ccccc2)cc1
→ -1	-1.4	-1.4	-0.7	-1.6	0	-1	-1.7	-0.4	1	-1
- CCc1nc(C)cn1S(=O)(=O)c1cc(Br)c(C)cc1OC
→ -7	-0.9	-0.2	0.0	-0.7	3	-3	-1.3	5.1	1	-1
- O=C(CN1CCN(Cc2ccccc2)CC1)Nc1cccc(Cl)c1
→ -4	-0.5	-0.3	0.1	0.3	-2	-1	-1.3	1.9	-6	-9
- Cc1ccc(N2CC(C(=O)OCc3ccccc3)CC2=O)cc1 (stereo unspecified)
→ 2	-1.1	0.4	-0.4	-0.9	-5	0	0.6	0.3	1	-1
- CCN(C[C@H]1N[C@@](Cc2ccccc2)(C(=O)OC)[C@H]2C(=O)N(Cc3ccccc3)C(=O)[C@@H]12)S(=O)(=O)c1ccc(OC(F)(F)F)cc1
→ -2	-0.6	-0.9	1.1	0.0	-3	0	0.1	-5.5	-8	2
- CCn1cc(-c2nnnn2-c2ccc(Cl)cc2)c(=O)c2ccccc21
→ -6	-0.7	1.1	-0.6	-0.8	-6	-1	-0.7	0.1	-4	-2
- O=c1oc2ccccc2c(N2CCCCC2)c1CN1CCCC1
→ 0	-1.2	-0.4	0.0	-1.1	-4	0	-0.5	0.8	3	-3
- CCN(CC)CCN1C(=O)C(=O)/C(=C(/O)c2ccc(F)cc2)C1c1ccncc1 (stereo unspecified)
→ 5	-1.1	-0.7	0.2	-0.6	4	5	1.2	0.9	7	1
- CC(NC(=O)C1CCCN(S(=O)(=O)c2cccs2)C1)c1ccccc1 (stereo unspecified)
→ -2	-1.6	1.1	1.7	-1.6	0	-2	1.0	-3.6	0	3
- CCOC(=O)COc1cccc2c(=O)n(CC(=O)N3CCC(C)CC3)ccc12
→ 0	-0.9	1.8	1.3	0.6	-8	0	3.8	-3.1	-40	1
- O=c1cc(C(F)(F)F)[nH]c2ccc(C(F)(F)F)cc12
→ 3	-1.1	-4.1	-0.6	-0.7	-62	-7	-3.2	-2.0	-146	-19
- COc1ccc(/[N+]([O-])=C/c2ccoc2)cc1
→ 9	0.2	3.2	2.7	2.3	3	-1	11*	4.2	-13	-1
- CC1C(=O)N2CCCc3cc(S(=O)(=O)N(C)CCC#N)cc1c32 (stereo unspecified)
→ -18	-0.7	-0.6	-0.1	0.0	-9	-13	-0.8	1.5	-16	-21
- COc1ccc(-c2cc3c(=O)n(CC(=O)N4CCCCC4)ncn3n2)cc1
→ 3	-0.8	-0.5	0.2	-1.1	1	-2	1.2	1.6	1	-11

Already shown: entries from further up.
Each structure is followed by: HGIII-sPLA2 inh	ssDAF12 agonist	DAX1 inh-2	DAX1 inh-1	hcDAF12 agonist	ADAM17 inh	PLCg1 inh	hgDAF12 agonist	GAA850 FXN act	ADAM10 inh	PLCb3 inh
- COc1ccc(/[N+]([O-])=C/c2ccoc2)cc1
→ 9	0.2	3.2	2.7	2.3	3	-1	11*	4.2	-13	-1
- CC1C(=O)N2CCCc3cc(S(=O)(=O)N(C)CCC#N)cc1c32 (stereo unspecified)
→ -18	-0.7	-0.6	-0.1	0.0	-9	-13	-0.8	1.5	-16	-21
- COc1ccc(-c2cc3c(=O)n(CC(=O)N4CCCCC4)ncn3n2)cc1
→ 3	-0.8	-0.5	0.2	-1.1	1	-2	1.2	1.6	1	-11
